Screens: PubChem BioAssay, National Center for Advancing Translational Sciences (NCATS)
TDP1 cell CPT: qHTS for Inhibitors of human tyrosyl-DNA phosphodiesterase 1 (TDP1): qHTS in cells in presence of CPT | chicken DT40 Tdp1-/-;hTDP1 cells + 20 nM CPT, ATP luminescence, 48 h | Potency, µM (series often up to 46.2 µM), without a hit: at the top dose activity change, negative = growth inhibition, actives largely listed as inhibitors | actives 12% (n = 420,000) | AID 686979, 2013; also: nearly all actives have a fitted effect of over 55% in size
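Chicken DT40 Tdp1-/- cells complemented with human TDP1, 400 cells/well, exposed to compounds plus 20 nM camptothecin for at least 48 h at 37 C; viability read as ATP content by CellTiter-Glo luminescence.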
GCN5L2 inh: qHTS Assay for Inhibitors of GCN5L2 | Histone acetyltransferase KAT2A (Homo sapiens), Q92830 | GCN5L2 HAT assay, ThioGlo1 CoA-SH fluorescence | Potency, µM (highest dose often 58.9 µM), without a hit: at the top dose activity change, negative = inhibition, most hits filed as inhibitors | actives 0.21% (n = 390,000) | AID 504327, 2011
Target sequence (Q92830 whole entry, looked up): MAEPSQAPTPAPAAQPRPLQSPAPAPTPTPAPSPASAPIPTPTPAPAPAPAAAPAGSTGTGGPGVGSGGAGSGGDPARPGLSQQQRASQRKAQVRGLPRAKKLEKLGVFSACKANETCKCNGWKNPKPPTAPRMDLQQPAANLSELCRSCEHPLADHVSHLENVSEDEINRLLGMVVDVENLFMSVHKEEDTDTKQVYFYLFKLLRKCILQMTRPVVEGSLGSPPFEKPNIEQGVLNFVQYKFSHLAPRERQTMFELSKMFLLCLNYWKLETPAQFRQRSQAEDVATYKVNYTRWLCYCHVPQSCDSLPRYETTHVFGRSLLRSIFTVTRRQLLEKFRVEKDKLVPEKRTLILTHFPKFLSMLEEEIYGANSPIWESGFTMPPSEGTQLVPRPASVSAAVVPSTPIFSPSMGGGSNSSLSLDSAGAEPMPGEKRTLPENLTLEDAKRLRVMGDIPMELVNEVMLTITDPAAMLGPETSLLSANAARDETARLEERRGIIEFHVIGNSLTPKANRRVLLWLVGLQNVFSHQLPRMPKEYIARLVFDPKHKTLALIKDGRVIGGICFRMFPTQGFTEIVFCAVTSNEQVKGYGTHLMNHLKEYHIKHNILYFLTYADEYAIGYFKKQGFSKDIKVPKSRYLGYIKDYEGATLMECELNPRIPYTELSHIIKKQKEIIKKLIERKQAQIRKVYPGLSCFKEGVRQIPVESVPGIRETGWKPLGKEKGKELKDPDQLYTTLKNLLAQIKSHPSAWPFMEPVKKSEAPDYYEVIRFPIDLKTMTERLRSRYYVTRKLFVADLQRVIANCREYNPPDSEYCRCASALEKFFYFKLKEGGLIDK
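Compounds, pin-transferred from DMSO stocks, meet 20nM GCN5L2 for 15 min before the reaction begins with H3(1-25) peptide (75uM) and acetyl-CoA (70uM). Thiol-reactive ThioGlo1 reports CoA release over 20 min at room temperature.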
TDP1 cell noCPT: qHTS for Inhibitors of human tyrosyl-DNA phosphodiesterase 1 (TDP1): qHTS in cells in absence of CPT; DT40 Tdp1-/- hTDP1 cells, no CPT, ATP luminescence, 48 h; AID 686978, 2013; actives 15% (n = 420,000); Potency, µM (series often up to 46.2 µM), without a hit: top-dose activity change, negative = growth inhibition, most hits filed as inhibitors; also: nearly all actives have a fitted effect of over 55% in size
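A cellular qHTS used chicken DT40 cells lacking endogenous Tdp1 but carrying stably transfected human TDP1. Compounds were applied without camptothecin, and cell growth kinetics were judged by ATP-dependent luminescence after ≥48 hr.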
The depositor's hits bear a star; ? = inconclusive; nt = not tested or not shown; [ ] = remark or other dose. Calls follow the shape of the dose curve; as a rule, active = well fitted curve in the direction sought with a large enough effect; inconclusive = small, poorly fitted or top-dose-only effect, or another doubt; inactive = no such curve, though single readings can be large; an effect the other way counts as inactive or inconclusive. % is scaled to controls: 0 for no effect and ±100 for the full control effect; potency is read from the fitted curve at half-maximal effect.

SMILES	TDP1 cell CPT	GCN5L2 inh	TDP1 cell noCPT
O=S(=O)(c1ccccc1)N1CCC2(CCN(Cc3nccs3)CC2)CC1	8%	2%	-11%
Cc1cccc(-c2nnc(SCC(=O)Nc3ncccn3)n2C)c1	15%	-5%	11%
Cc1ccc(-c2nc(CS(=O)CC(=O)N3CCN(c4cccc(Cl)c4)CC3)c(C)o2)cc1 (stereo unspecified)	16µM*	-9%	?
Cc1ccc(C(=O)NCC(=O)Nc2ccncc2)s1	-10%	0%	-3%
COc1ccc2nc(NC(=O)C3COc4ccccc4O3)sc2c1 (stereo unspecified)	-10%	-14%	-16%
COc1ccc(CCNC(=O)/C(=C/c2cccnc2)NC(=O)c2ccccc2)cc1OC	9%	-14%	-9%
COCCn1c(C)cc(C(=O)COC(=O)C23CC4CC(CC(O)(C4)C2)C3)c1C	-11%	-9%	-6%
COC(=O)C1CCN(C(=O)COC(=O)CC(NC(N)=O)c2ccc(Cl)cc2)CC1 (stereo unspecified)	0%	0%	-15%
CN(C)c1nc2c(c(=O)[nH]c(=O)n2C)n1CCCc1ccccc1	11%	-14%	-14%
O=C(NCc1nnnn1-c1ccc(F)c(F)c1)c1ccc2c(c1)OCO2	-25%	-6%	-22%
CCCCNC(=O)C1C(c2ccc(C(F)(F)F)cc2)=Nc2ccccc2N1C(=O)c1cccc(C(F)(F)F)c1 (stereo unspecified)	?	nt	?
CN(C)c1ncc2nc(-c3ccc(Cl)cc3)c(=O)n(CCC#N)c2n1	2%	-1%	-2%
COC(=O)C1C(O)=C(C=NCC(C)N=CC2=C(O)C(C(=O)OC)C(C)(C)CC2=O)C(=O)CC1(C)C (stereo unspecified)	0%	-7%	-3%
O=[N+]([O-])c1cccc(OCCN2CCC(Cc3ccccc3)CC2)c1	?	-7%	?
N#CC(c1ccc(Cl)cc1)(c1ncc(C(F)(F)F)cc1Cl)N1CCOCC1 (stereo unspecified)	20%	-19%	-6%
CCCCNC(=O)CCCn1c(=O)c2ccccc2n(Cc2c(C)cc(C)cc2C)c1=O	1%	-1%	-4%
COC(=O)C1=CN(C)C=C(C(=O)OC)C1c1ccsc1	-3%	-13%	-14%
COc1cccc(-n2nnnc2SCC(=O)NC2CCCCC2)c1	0%	2%	?
O=C(c1ccc(Cl)cc1)N1CCN(c2ccnc3cc(Cl)ccc23)CC1	?	-15%	13µM*
COc1cccc(/C=C/C2=CC(C)(C)NC(=S)N2)c1	-7%	-2%	?
COc1ccc(-n2nnnc2-c2cccnc2)cc1	2%	3%	-20%
CCOCCCNC(=O)c1ccc(Cn2c(=O)[nH]c3ccsc3c2=O)cc1	-28%	-3%	?
Cc1ccccc1NC(=O)OCCN1CCN(Cc2ccccc2)CCC1=O	10%	-15%[88.6 µM]	7%
O=C(Nc1nc(-c2ccc(S(=O)(=O)N3CCCC3)cc2)cs1)c1cccs1	?	-12%	15µM*
C=CCN(Cc1ccc(Br)s1)C(=O)c1ccc(OCc2c(C)noc2C)cc1	?	nt	16µM*
O=C(OCC(=O)c1c[nH]c2ccccc12)c1cc(Br)ccc1O	10%	-4%	?
CSc1ncc(C(=O)Nc2ccc(Br)cn2)c(C)n1	16µM*	0%	?
COc1ccc(S(=O)(=O)c2c(O)c3ccc(C(=O)NCc4ccc(F)cc4)cc3[nH]c2=O)cc1	7%	-20%	1%
COc1cc(C#Cc2c(-c3cncn3C)n(C)c3ccc(-c4cnc(OC)nc4)cc23)cc(OC)c1	16µM*	?	?
COc1ccc(C(=O)N/N=C/c2ccc(OC(=O)c3cccs3)cc2)cc1	-9%	24%	-43%
CC1CCCC/C1=N\NS(=O)(=O)c1ccc(Br)cc1 (stereo unspecified)	-3%	-7%	1%
COCCn1c(=O)c(-c2cccs2)nc2cnc(N3CCN(C)CC3)nc21	-10%	?	-23%
CCn1nc(-c2ccccc2)c2nc3ccccc3nc21	10%	-19%	-16%
OCC[C@@H]1C[C@@H](O)[C@H](O)[C@@]2(OCCc3ccccc32)O1	9%	-4%	1%
O=S(=O)(c1ccc(NC(=S)N/N=C/c2ccc(Oc3ccccc3)cc2)cc1)N1CCOCC1	7%	0%	-12%
CCCCCn1cc2c(c1-c1ccccc1Br)c(=O)n(C)c(=O)n2C	12µM*	-12%	12µM*
CCCOc1ccc(C(=O)N(Cc2ccco2)Cc2ccco2)cc1	?	3%	?
Cc1ccc(-n2c(SCC(=O)Nc3ccc4c(c3)OCO4)nc3c([nH]c4ccccc43)c2=O)cc1	-1%	-13%	?
O=C(Nc1cccc(C(F)(F)F)c1)Nn1cnnc1	-5%	-19%	14%
CC(C)c1nc2c(s1)CCc1onc(-c3cccc([N+](=O)[O-])c3)c1-2	?	-6%	23µM*

Fetched by structure from above:
SMILES	TDP1 cell CPT	GCN5L2 inh	TDP1 cell noCPT
COc1ccc(C(=O)N/N=C/c2ccc(OC(=O)c3cccs3)cc2)cc1	-9%	24%	-43%
O=C(Nc1cccc(C(F)(F)F)c1)Nn1cnnc1	-5%	-19%	14%
CSc1ncc(C(=O)Nc2ccc(Br)cn2)c(C)n1	16µM*	0%	?
CCCOc1ccc(C(=O)N(Cc2ccco2)Cc2ccco2)cc1	?	3%	?
O=C(Nc1nc(-c2ccc(S(=O)(=O)N3CCCC3)cc2)cs1)c1cccs1	?	-12%	15µM*

Full records as entered above. Values in the order: TDP1 cell CPT, GCN5L2 inh, TDP1 cell noCPT
COc1ccc(C(=O)N/N=C/c2ccc(OC(=O)c3cccs3)cc2)cc1 is listed with -9%, 24%, -43%
COCCn1c(=O)c(-c2cccs2)nc2cnc(N3CCN(C)CC3)nc21 is listed with -10%, ?, -23%
CCCCCn1cc2c(c1-c1ccccc1Br)c(=O)n(C)c(=O)n2C is listed with 12µM*, -12%, 12µM*

Continuation.
SMILES	TDP1 cell CPT	GCN5L2 inh	TDP1 cell noCPT
O=C(Nc1ccc(F)cc1)Nc1nnc(-c2ccncc2)s1	?	-13%	21µM*
CCN(CC(=O)NCc1ccc(F)cc1)C(=O)C1CCN(C(=O)Nc2ccccc2)CC1	0%	-3%	-18%
COc1ccc(Nc2nc(N)c([N+](=O)[O-])c(N3CCN(C)CC3)n2)cc1	-7%	0%	?
Cc1ccc(S(=O)(=O)N(C(=O)c2ccncc2)c2ccc(OC(=O)c3ccncc3)c3ccccc23)cc1	2.6µM*	-3%	5.2µM*
Cc1ccc(OCC(=O)N/N=C2/SCC(=O)N2Cc2ccco2)cc1	-26%	-9%	-18%
O=C(Nc1ccc2c(c1)OCO2)c1cnn2cccnc12	-22%	1%	-10%
CCOC(=O)c1c(-n2cnnn2)sc2c1CCCC2	-22%	-8%	-21%
Cc1ccc(C(=O)NN2C(=O)CSC2=S)cc1	-4%	8%	-18%
CC(NC(=O)C(=O)NN=C1CCCC1)c1ccccc1 (stereo unspecified)	4%	2%	-11%
Nc1cc2sc(-c3ccc(C(=O)O)cc3)nc2cc1Cl	8.2µM*	?	?
COc1ccc(CN2C[C@H](Sc3nc4ccccc4[nH]3)C[C@H]2C(=O)N2CCCN(C)CC2)cc1C	3%[9.04 µM]	nt	-16%
Cc1ccc2cc(NC(=O)c3ccc(C(C)(C)C)cc3)ccc2n1	?	-8%	?
O=C(/C=C/c1cccs1)NC(=S)Nc1ccc(C(=O)O)cc1	?	-14%	-18%
CS(=O)(=O)Nc1ccc(C(=O)NCCc2ccccc2)cc1	-10%	-6%	?
C[C@@H]1CN([C@@H](C)CO)C(=O)CCCn2cc(nn2)CO[C@H]1CN(C)S(=O)(=O)c1cccc(C#N)c1	10%	nt	11%
COc1ccccc1OCC(=O)NNC(=O)c1ccoc1C	15µM*	-3%	?
COc1ccc(S(=O)(=O)NNc2nc(C)cc(C)n2)cc1Br	3%	4%	-1%
O=S(=O)(Nc1ccc2ccccc2n1)c1ccccc1Cl	6%	0%	10%
CCN(CC)c1ccc(CN2CCCCCC2)cc1	-5%	-10%	-25%
O=C(NCCS(=O)(=O)c1ccc(Br)cc1)c1ccc(Cl)cc1Cl	-8%	-3%	2%
Cc1cn([C@H]2C[C@H](O)[C@@H](CNCc3cccn3-c3nccs3)O2)c(=O)[nH]c1=O	-23%	nt	-19%
COc1ccc(-c2nc3ccccn3c2NC2CCCCC2)cc1SC1CCCCC1	?	?	16µM*
CCN1C(=O)[C@H]2[C@@H](c3ccc(OC)cc3)N[C@]3(CCCN(Cc4ccc(OC)cc4)C3=O)[C@H]2C1=O	-10%	nt	-10%
O=c1c(O)cc(C2Oc3cc(O)cc(O)c3CC2O)cc2c(C3Oc4cc(O)cc(O)c4CC3O)cc(O)c(O)c12 (stereo unspecified)	4.6µM*	13µM*	3.3µM*
O=C(NCCCc1ccncc1)C1CCC(=O)N(Cc2ccc(Cl)cc2)C1 (stereo unspecified)	0%	-12%	2%
O=C(c1cccs1)N1CCN=C1SCc1cccc(F)c1	-20%	3%	?
CCC(Sc1nnc(-c2ccc(F)cc2)c(-c2ccc(F)cc2)n1)C(=O)NC1CCCC1 (stereo unspecified)	-24%	11%	?
O=C(NN1C(=O)c2ccccc2NC1c1ccccn1)c1ccccc1 (stereo unspecified)	16µM*	-3%	?
CC(Sc1nnc(C(F)(F)F)n1C)C(=O)NC(N)=O (stereo unspecified)	-10%	-10%	4%
Cc1ccsc1CN(C)C(=O)CN1C(=O)NC2(CCCc3ccccc32)C1=O (stereo unspecified)	-22%	-5%	-6%
COc1cccc(C2CC(C(F)(F)F)n3ncc(C(=O)NC(C)(C)C)c3N2)c1 (stereo unspecified)	-13%	3%	-12%
CCOc1ccccc1NC(=O)CN1C(=O)COc2ccc(Cl)cc21	-14%	-16%	?
COCC(=O)Nc1ccccc1Br	-3%	-4%	-13%
CC(C)NC(=O)c1cc(C2CCCCN2C(=O)c2cc(C(C)(C)C)nn2C)on1 (stereo unspecified)	?	nt	13µM*
CCc1ccc(NC(=O)C2CCCN2S(=O)(=O)c2ccc3c(c2)C(C)(C)C(=O)N3C)cc1 (stereo unspecified)	?	9%	-30%
Cn1nnc(NC(=O)c2ccc3ccccc3c2)n1	16%	-2%	5%
O=C(NCc1cc(C(F)(F)F)ccc1F)C1CCC(=O)N(C2CCCCCC2)C1 (stereo unspecified)	-33%	-1%	-25%
O=C(NCCCCc1ccccc1)c1ccccc1F	-18%	-17%	-1%
COc1cccc(C(N)c2nc(-c3csc4ccccc34)cs2)c1 (stereo unspecified)	3.7µM*	nt	2.9µM*
CCCCn1c(N)c(N(CC(C)C)C(=O)c2cc(S(=O)(=O)N3CCOCC3)ccc2Cl)c(=O)[nH]c1=O	-7%	-4%	-14%
Cc1ccc(NS(=O)(=O)c2cn(C)c(=O)n(C)c2=O)cc1C	-21%	?	-16%
CCCCn1nc(C(=O)NCC(=O)Nc2c(C)cccc2C)c2ccccc2c1=O	?	2%	?
CC(C)(CN1CCNCC1)NS(=O)(=O)c1ccc(Cl)cc1	23µM*	-1%	?
Cc1cc(SCC(=O)c2cccs2)nc2c(C)cccc12	7%	-27%	-13%
O=C(NC1CC1)C1=C[C@H](c2ccc3c(c2)OCO3)C[C@H](OCc2ccc(CO)cc2)O1	?	-4%	?
CCN(CC)S(=O)(=O)c1ccc(N/N=C/c2cc(OC)c(OC)cc2OC)nc1	-5%	1%	?
COc1nc(OCC#N)nc(N(C)C)n1	15%	12%	4%
CCN(CC)C(=O)C1CC(=O)N(c2ccc(F)c(Cl)c2)C1 (stereo unspecified)	-2%	0%	-14%
CC(C)(C)c1ccc(S(=O)(=O)Nc2noc3ccccc23)cc1	-22%	8%	-19%
Cc1ccc(C)c(CNC(=O)CCn2cccn2)c1	-1%	0%	-17%
CCOC(=O)C1=C(CS(=O)(=O)c2ccccc2)NC(=O)NC1c1ccc(O)c(OC)c1 (stereo unspecified)	5%	0%	-6%
Cc1ccc(C(=Cc2ccc([N+](=O)[O-])cc2)C(=O)O)cc1	?	nt	12%
Cc1nc2cc(NC(=O)c3cccc(S(C)(=O)=O)c3)ccc2o1	-1%	-12%	0%
CC12CCC(C(=O)N(CC(=O)O)C1=O)C2(C)C (stereo unspecified)	1%	-4%	2%
CCOC(=O)N1CCc2c(sc3c2C(=O)NC(c2ccc(C(=O)OC)cc2)N3)C1 (stereo unspecified)	7.3µM*	-5%	13µM*

Rewritten in markdown: two of the compounds above.
| Structure | TDP1 cell CPT | GCN5L2 inh | TDP1 cell noCPT |
| --- | --- | --- | --- |
| O=C(Nc1ccc2c(c1)OCO2)c1cnn2cccnc12 | -22% | 1% | -10% |
| CCOC(=O)c1c(-n2cnnn2)sc2c1CCCC2 | -22% | -8% | -21% |
